From PubChem
NSD2 HMT inh = NSD2 (human) methyltransferase inhibition. NSD2 peptide methylation, AlphaScreen, 120 min. O96028. actives 0.54% (n = 310,000). AID 743445. inhibition, % at 12.5 µM; in the data active means inhibition above about 50%
SR-BI DiI inh = inhibitors of mouse SR-BI mediated HDL lipid uptake; Q61009; ldlA[mSR-BI] CHO cells, DiI-HDL uptake fluorescence, 3 h; inhibition, % at 12.5 µM; actives 0.96% (n = 320,000);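 active means mean replicate inhibition of at least 70% and a set share of replicates each scoring 70 or more; inconclusive means meets just one of the two criteria; inactive means fails both criteria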;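 further: 0% = median of neutral control wells and 100% = median of positive control wells; values of inactives mirror those of a sister screen read the other way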
Target sequence (Q61009 whole entry, looked up): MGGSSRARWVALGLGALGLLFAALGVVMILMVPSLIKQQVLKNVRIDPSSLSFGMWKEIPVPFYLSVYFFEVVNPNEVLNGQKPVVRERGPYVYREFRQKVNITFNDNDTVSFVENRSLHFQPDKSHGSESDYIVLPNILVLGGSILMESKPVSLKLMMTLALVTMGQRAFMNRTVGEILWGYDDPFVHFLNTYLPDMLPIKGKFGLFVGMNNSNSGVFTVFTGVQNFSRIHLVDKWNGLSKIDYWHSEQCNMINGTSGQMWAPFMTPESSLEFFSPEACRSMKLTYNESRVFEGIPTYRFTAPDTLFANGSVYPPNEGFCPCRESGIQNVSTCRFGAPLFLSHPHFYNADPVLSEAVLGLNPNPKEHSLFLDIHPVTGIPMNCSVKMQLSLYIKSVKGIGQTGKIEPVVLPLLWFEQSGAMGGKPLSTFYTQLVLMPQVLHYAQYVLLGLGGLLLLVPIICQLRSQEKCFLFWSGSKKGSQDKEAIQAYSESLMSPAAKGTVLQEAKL
MITF act = activators of MITF-driven TRPM1 promoter activity in SK-MEL-5 cells; activation, % at 12.5 µM; SK-MEL-5 TRPM1-promoter luciferase, 24 h; % of positive control, neutral wells = 0; actives 0.75% (n = 300,000);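 active means mean activation of at least 80% with every replicate also reaching 80%; inconclusive means mean reaches 80% but some replicate falls short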;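 further: 0% = neutral control wells and 100% = parthenolide positive control wells; values of inactives mirror those of a sister screen read the other way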
CDK5 inh = inhibitors of human CDK5/p35 kinase; Q00535+Q15078; Recombinant CDK5/p35, ADP-Glo luminescence, 60 min; inhibition, % at 10 µM; actives 0.01% (n = 330,000); AID 488839;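 active means highest replicate inhibition of at least 50% and at least 75% of replicates reaching 50%; inconclusive means only one of the two criteria met; inactive means both criteria failed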;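 further: plate controls were DMSO neutral control for no effect and GW8510 at 10 µM for full effect; many of its hits are not listed in these tables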
Arr AP2 block = inhibitors of human beta-arrestin and AP2 interaction; actives 0.31% (n = 340,000); FITC-arrestin peptide / GST-AP2 beads, flow cytometry; AP2 beta2 appendage carries R879A mutation; AID 504490; inhibition, % at 10 µM;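 active means inhibition above a set limit, near 3 SD of compounds lacking own fluorescence, cut at about 54% in these data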;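 further: plate controls were DMSO wells for no effect and 5 µM unlabelled arrestin peptide for full effect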
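Material – GST-tagged AP2 beta2-adaptin appendage (R879A) on 4 µm glutathione beads · Probe or stimulus – fluorescein-tagged arrestin peptide at 50 nM final · Timing – 12 min plus 1 h, RT · Detection – bead flow cytometry, FITC channel · Read-out basis – inhibition as reduced fluorescein signal on beads, percent · Medium – PBS plus Tween 20 (0.05%) and BSA (0.1%)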
SUMO Mot1 rescue = inhibitors of SUMOylation pathway: yeast Mot1-301 growth rescue; S. cerevisiae Mot1-301 growth rescue, ATP luminescence, 38.5C; percent above DMSO median, 100 means doubled; actives 1% (n = 320,000); growth rescue, % at 18.8 µM; AID 2716;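 active means every valid replicate shows activation above 250% relative to neutral control wells; inactive means the rest, any valid replicate at or below 250%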;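 further: OY570 slx delta 5 strain wells were the positive control but not used for scaling; some compounds called inactive have numbers as strong as hits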
dFosB activator = activators of mouse delta FosB homodimer. P13346. purified delta FosB, TAMRA-CDK5 oligo fluorescence polarization; percent of positive-control signal above neutral wells. activation, % at 25 µM. actives 0.99% (n = 340,000). AID 493131;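 active means mean activation above about 17%, with every replicate also reaching it, limit read from the data, passing the limit was not always enough; inconclusive means only one of the two conditions met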;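 further: fluorescence polarization rise as delta FosB binds a TAMRA Cdk5 AP-1 oligo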
Pemphigus Ab inh = human desmoglein-3 autoantibody binding inhibition; P32926; DSG3-coupled beads, scFv-anti-DSG3-GFP binding, flow cytometry; stronger effect = lower value; binding (percent of control), % at 10 µM; actives 0.48% (n = 310,000);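 active means binding more than 3 SD below its plate's average and above zero; inconclusive means below that plate limit but binding exactly zero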;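 further: hits lower antibody fragment binding to DSG3; some compounds called inactive have numbers as strong as hits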
SR-BI DiI-HDL act = enhances SR-BI lipid uptake from DiI-HDL | CHO ldlA[mSR-BI] cells, DiI-HDL uptake fluorescence, 3 h; 100 = double the neutral-control signal | activation, % at 12.5 µM | actives 0.096% (n = 320,000) | AID 504775;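 active means mean replicate activation of at least 60% and every replicate at or above 60%; inconclusive means mean or all-replicate condition met, but not both; inactive means mean below 60% and not all replicates reaching 60%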;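 further: 0% = median plate neutral-control signal and 100% = twice that signal; values of inactives mirror those of a sister screen read the other way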
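Test system: SR-BI-overexpressing, LDLR-lacking CHO cells. Measured by: DiI fluorescence, bottom read. Medium: Ham's F12 with 0.5% BSA, HEPES 25 mM, pH 7.4. Timing: 3 h uptake period with compound, 37 °C.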
PKA-R1A act = activates the PKA-R1A holoenzyme complex; P00514+P68181; PKA-R1A dissociation, Cy5-IP20 fluorescence polarization; scaled: DMSO 0%, 113 µM cGMP 100%; activation, % at 11.4 µM; actives 0.083% (n = 340,000); AID 504707;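 active means percent activation above the mean of all tested compounds plus 3 SD, cut at about 19% in these data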;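 further: higher means more PKAc released from R1A so a rise in polarization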
PKA-R2B act = PKA-R2B complex activation. activation, % at 11.4 µM. PKA-R2B holoenzyme dissociation, Cy5-IP20 fluorescence polarization; R2B truncated from residue 108, S112A mutant; 0% DMSO only, 100% 113 µM cGMP. P22694+P31323. actives 0.079% (n = 340,000);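 active means activation above a cutoff set at the mean over all compounds plus 3 SD, cut at about 18% in these data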;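 further: higher means more holoenzyme dissociation and a rise in polarization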
Target sequence (P31323 whole entry, looked up, other chains not shown, the tested form may be a part): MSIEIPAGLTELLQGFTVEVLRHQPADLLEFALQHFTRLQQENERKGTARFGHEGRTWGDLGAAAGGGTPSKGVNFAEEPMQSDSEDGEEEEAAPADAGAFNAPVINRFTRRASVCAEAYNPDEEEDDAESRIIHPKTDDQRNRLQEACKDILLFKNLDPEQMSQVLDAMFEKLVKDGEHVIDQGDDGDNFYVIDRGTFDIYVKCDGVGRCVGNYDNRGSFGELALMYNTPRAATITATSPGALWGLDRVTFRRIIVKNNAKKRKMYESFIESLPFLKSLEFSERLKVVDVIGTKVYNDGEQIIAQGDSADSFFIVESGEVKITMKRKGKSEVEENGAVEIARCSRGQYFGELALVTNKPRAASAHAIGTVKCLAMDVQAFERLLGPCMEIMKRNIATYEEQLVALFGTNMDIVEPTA
Numbers without * were called inactive; ? = inconclusive; · = no result given.

SMILES	NSD2 HMT inh	SR-BI DiI inh	MITF act	CDK5 inh	Arr AP2 block	SUMO Mot1 rescue	dFosB activator	Pemphigus Ab inh	SR-BI DiI-HDL act	PKA-R1A act	PKA-R2B act
O=C(Nc1ccccc1)OCC(CN1CCCCC1)OC(=O)Nc1ccccc1 (configuration not stated)	·	30	0	-0.6	-1	121	-2	102	-30	-14	3
Cc1ccc(-n2cc(C(=O)c3ccc4ccccc4c3O)cn2)cc1	-1	-7	-2	0.2	-16	-33	1	100	7	1	-3
O=C1c2ccccc2-c2c1cccc2C(=O)N1CCOCC1	1	-8	2	3.0	0	-2	-7	104	8	9	-1
CCN(CC)c1ccc(NC(=O)CCCOc2cccc(C)c2)cc1	-1	3	-9	-1.5	18	·	-5	101	-3	-7	15
COCc1nc2sc(C)c(C)c2c(=O)[nH]1	1	-36	5	-0.1	8	144	-7	88	36	-2	-3
O=C(Cc1ccc(Cl)cc1)NCCCn1ccnc1	-3	4	-5	-0.5	13	-9	-1	95	-4	7	-7
O=C(NCc1ccccc1)C(=O)NCC1OCCN1S(=O)(=O)c1cccs1 (configuration not stated)	·	-19	6	0.1	22	-16	2	104	19	-5	-2
Cc1ccc(-c2c(C(=O)N/N=C/C3CC=CCC3)nnn2-c2nonc2N)cc1 (configuration not stated)	-1	5	2	0.0	17	17	2	93	-5	-12	-4
O=C(Nc1ccc(F)cc1)c1ccc2c(=O)n3c(nc2c1)CCCCC3	·	31	68	1.6	3	2	-15	110	-31	-8	0
c1ccc(-c2nnc(N3CCN(c4ccccn4)CC3)c3ccccc23)cc1	-9	40	·	-0.6	4	-16	-7	·	-40	-3	-8
COC(=O)c1ccccc1NC(=O)c1noc2c1CCC2	7	19	9	-0.7	-2	6	-37	109	-19	1	2
O=C(OCc1ccc(F)cc1)c1cc(=O)c2ccccc2o1	-4	-24	17	0.8	-1	20	-3	121	24	6	21*
O=C(Nc1cc(Sc2ccccn2)cc([N+](=O)[O-])c1)c1cccc(Cl)c1	-1	54	14	-1.2	10	246	-1	103	-54	-7	-7
N#CC1=C(N)Oc2cc(O)c(C=Nc3ccccc3)cc2C1c1ccccc1 (configuration not stated)	4	·	-51	-0.1	-2	-5	4	100	·	-12	-6
CCCCNC(=O)c1onc(CSc2ccccc2CC)c1C(=O)O	·	-10	8	2.8	-2	-7	8	103	10	-1	-9
O=C(CCN1CCN(Cc2ccccc2)CC1)NNC(=O)Nc1cccc(C(F)(F)F)c1	0	-17	11	-2.5	-5	-7	-7	109	·	-4	2
CCN(c1ccc(NC(=O)COC(=O)C(C)N=C2NS(=O)(=O)c3ccccc32)cc1)C(C)C (configuration not stated)	6	35	20	-0.7	27	·	-19	110	-35	5	-6
CN(C)S(=O)(=O)c1ccc(C(=O)Nc2ccccc2C(=O)O)cc1	-1	-35	-2	-0.7	5	-1	-9	106	35	-1	3
Cc1nc(Nc2ccc(S(N)(=O)=O)cc2)oc1C	1	6	2	-0.6	-2	3	-1	108	-6	-3	5
Cc1nn(C(C)c2nc(-c3ccccc3)no2)c(C)c1[N+](=O)[O-] (configuration not stated)	5	-3	3	0.6	9	·	5	105	3	-16	-7
O=C(CCNS(=O)(=O)c1cccc2nonc12)NCCc1ccc(Cl)cc1	-4	12	·	-0.1	-7	101	5	100	-12	-3	-1
COc1ccc(/C=C/C(=O)OCC(=O)Nc2ncc(Cl)cc2Cl)cc1	-1	-6	-1	0.0	-4	3	10	118	6	-4	-2
CC(Oc1ccccc1F)c1nnc(SCC(=O)N(c2ccccc2)C2CCS(=O)(=O)C2)o1 (configuration not stated)	-2	6	6	-0.5	-5	12	3	·	-6	-11	-8
O=C(CSc1ncccc1C(=O)O)NC1CCCCC1	2	-40	7	-2.0	7	420*	3	115	40	-2	2
Cc1cc(NC(=O)Cn2cc([N+](=O)[O-])cn2)n(Cc2ccc(F)cc2)n1	-1	7	7	-1.6	1	-5	-1	·	-7	-1	-3
Cc1c(OCC(=O)NC2CC(C)(C)NC(C)(C)C2)ccc2c1oc(=O)c1ccccc12	5	-10	-74	-2.1	-8	-13	-58	103	10	-5	4
COc1ccc(-n2nc(C(=O)Nc3ccc(OC)c(OC)c3)c3c4ccccc4n(C)c3c2=O)cc1	1	?	-8	-3.1	-6	-5	27*	99	-71	9	-3
CCCCc1c(O)nc(SCC(=O)NCCc2ccc(OC)c(OC)c2)[nH]c1=O	0	14	-1	4.3	28	2	-3	·	-14	5	-3
O=C(Cc1cccc(NC(=O)C2CCN(C(=O)CCc3ccccc3)CC2)c1)Nc1cccc(C(=O)N2CCOCC2)c1	·	49	5	-2.2	1	·	-1	118	-49	-9	-1
CC(=O)NC(CC(=O)O)c1ccccc1 (configuration not stated)	-1	·	5	-2.0	13	5	-1	88	·	8	2
O=S(=O)(NCC(c1ccc2c(c1)OCO2)N1CCN(c2ccccc2)CC1)c1ccccc1 (configuration not stated)	2	-28	1	0.4	-13	·	-8	102	28	-14	-4
Cc1ccc2cc3cc(C(=O)NCCC(C)C)oc3nc2c1	2	36	32	-2.5	-3	12	-3	101	-36	-7	-6
NC(=O)c1c(NC(=O)C2CCCO2)sc2c1CCCCC2 (configuration not stated)	2	16	54	-1.6	-10	-5	1	104	-16	-8	2
Cn1c(SCc2nnc(-c3ccc(F)cc3)o2)nnc1C1COc2ccccc2O1 (configuration not stated)	-1	-22	6	2.1	9	-2	2	114	22	-8	-2
CN1C2=NCCN2C(=O)c2ccccc21	-9	-36	-3	0.1	-10	-9	-11	80	36	0	-1
COc1cc(-c2nnc(SCc3cc(=O)oc4cc(C)ccc34)o2)cc(OC)c1OC	·	26	12	-1.5	-5	-13	-11	102	-26	-5	-4
CCOc1ncccc1C(=O)Nc1ccc(F)c(F)c1	-28	45	-7	-0.6	14	-5	-20	104	-45	2	-18
COc1ccc(-c2nc(N3CCOCC3)nc3n[nH]c(N)c23)cc1	2	14	-23	-3.2	22	9	-9	105	-14	-12	5
CCCC(Oc1ccc(Br)cc1)c1nc2c3cc(OC)c(OC)cc3nc(=S)n2[nH]1 (configuration not stated)	-5	34	-6	-0.3	2	-8	-23	80	-34	9	5
CC(C)OP(=O)(c1ccc(N(C)C)cc1)C(Nc1ccccc1)c1cccnc1 (configuration not stated)	3	3	-1	0.4	-4	-1	-12	·	-3	6	6

An excerpt from above in order of molar mass, lowest first:
SMILES	NSD2 HMT inh	SR-BI DiI inh	MITF act	CDK5 inh	Arr AP2 block	SUMO Mot1 rescue	dFosB activator	Pemphigus Ab inh	SR-BI DiI-HDL act	PKA-R1A act	PKA-R2B act
CN1C2=NCCN2C(=O)c2ccccc21	-9	-36	-3	0.1	-10	-9	-11	80	36	0	-1
CCOc1ncccc1C(=O)Nc1ccc(F)c(F)c1	-28	45	-7	-0.6	14	-5	-20	104	-45	2	-18
NC(=O)c1c(NC(=O)C2CCCO2)sc2c1CCCCC2 (configuration not stated)	2	16	54	-1.6	-10	-5	1	104	-16	-8	2
Cc1cc(NC(=O)Cn2cc([N+](=O)[O-])cn2)n(Cc2ccc(F)cc2)n1	-1	7	7	-1.6	1	-5	-1	·	-7	-1	-3
COc1ccc(/C=C/C(=O)OCC(=O)Nc2ncc(Cl)cc2Cl)cc1	-1	-6	-1	0.0	-4	3	10	118	6	-4	-2
O=C(CCNS(=O)(=O)c1cccc2nonc12)NCCc1ccc(Cl)cc1	-4	12	·	-0.1	-7	101	5	100	-12	-3	-1
Cc1c(OCC(=O)NC2CC(C)(C)NC(C)(C)C2)ccc2c1oc(=O)c1ccccc12	5	-10	-74	-2.1	-8	-13	-58	103	10	-5	4
Cn1c(SCc2nnc(-c3ccc(F)cc3)o2)nnc1C1COc2ccccc2O1 (configuration not stated)	-1	-22	6	2.1	9	-2	2	114	22	-8	-2
COc1cc(-c2nnc(SCc3cc(=O)oc4cc(C)ccc34)o2)cc(OC)c1OC	·	26	12	-1.5	-5	-13	-11	102	-26	-5	-4
CC(Oc1ccccc1F)c1nnc(SCC(=O)N(c2ccccc2)C2CCS(=O)(=O)C2)o1 (configuration not stated)	-2	6	6	-0.5	-5	12	3	·	-6	-11	-8

(list continues)
SMILES	NSD2 HMT inh	SR-BI DiI inh	MITF act	CDK5 inh	Arr AP2 block	SUMO Mot1 rescue	dFosB activator	Pemphigus Ab inh	SR-BI DiI-HDL act	PKA-R1A act	PKA-R2B act
O=C(NN=C1CCCC1)c1cccc(O)c1	-2	-8	1	-0.1	4	-5	-5	100	8	1	5
CC(C)CN(C(=O)COC(=O)c1ccccc1NCc1ccco1)c1c(N)n(Cc2ccccc2)c(=O)[nH]c1=O	-3	27	-2	0.5	-5	-1	-9	96	-27	1	2
CCC(C(=O)NC1CCCC1)N(C(=O)Cn1nnc(-c2ccc(C)o2)n1)c1ccccc1OC (configuration not stated)	8	·	·	-0.6	26	16	-2	115	·	1	-12
Cc1ccc(-c2nc(N3CCOCC3)sc2C(=O)N2CCOCC2)cc1	-1	15	15	0.4	2	4	-4	·	-15	6	2
Cc1nc(-c2cc(C#N)c(Sc3cccc(C(F)(F)F)c3)nc2C)cs1	-3	36	17	-1.3	-4	10	-13	94	-36	5	-1
O=C(CNCCc1ccc(Cl)cc1)Nc1ccc(C(=O)N2CCCCC2)cc1	-2	43	-7	0.0	8	-12	-9	106	-43	-6	7
